Screening results from PubChem BioAssay.
West Nile virus CPE: West Nile virus antiviral activity, cell-based, CPE readout (AID 1621); actives 0.02% (n = 290,000); CPE inhibition, % at 10 µM; hits with a dose series show IC50 in µM; West Nile virus-infected cells, CPE inhibition; higher % means a stronger effect; in the data active means a potency from the dose series; inconclusive means CPE inhibition mostly from about 3.7% at the one dose, without a potency; inactive means the rest, 99 in 100 with CPE inhibition below about 2.2%; further: strong numbers were not always called active
PMI inhibition: human PMI inhibitors, high substrate, primary screen, biochemical, fluorescence intensity, high mannose 6-phosphate (AID 1220); recombinant PMI enzyme, coupled fluorescence intensity; higher % means a stronger effect; inhibition, % at 20 µM; hits with a dose series show IC50 in µM; actives 0.66% (n = 190,000)
RSV antiviral HEp-2: inhibition of RSV-induced cytopathic effect – HEp-2 cells, primary 10 µM value included (AID 2391). one-dose CPE inhibition, % at 10 µM; IC50 in µM for titrated hits. actives 0.13% (n = 310,000). HEp-2 cells, RSV-induced CPE inhibition; higher % means a stronger effect; in the data active means a potency from the dose series; inconclusive means CPE inhibition mostly from about 23% at the one dose, without a potency; inactive means the rest, 99 in 100 with CPE inhibition below about 21%; further: strong numbers were not always called active
TNAP activation fold: stimulation of alkaline phosphatase TNAP activity – biochemical, luminescent, no phosphate acceptor, uHTS, primary screen (AID 1001). purified TNAP, luminescent activation assay, no phosphate acceptor; higher activation fold means a stronger effect. one-dose activation fold at 20 µM; EC50 in µM for titrated hits. actives 0.03% (n = 200,000); in the data active means activation fold from about 3, or a potency from the dose series; inactive means the rest, 99 in 100 with activation fold below about 1.6; further: many of its hits are not listed in these tables
Ins promoter up: MIN6 insulin promoter up-regulation. MIN6 insulin promoter-GFP reporter, high-content imaging; active compounds read high. z-score at 5 µM. actives 0.3% (n = 190,000);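 active means z-score above 3 at 5 µM with at least 500 cells counted in the well; inconclusive means wells under 500 cells, flagged as cytotoxic or low count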
SV40 large T antigen: SV40 large T antigen inhibitors, biochemical (AID 1903); SV40 large T antigen ATPase/helicase inhibition assay; higher % means a stronger effect; inhibition, % at 20 µM, or IC50 in µM where a hit was titrated; actives 0.39% (n = 310,000); in the data active means a potency from the dose series; inconclusive means inhibition mostly from about 32% at the one dose, without a potency; inactive means the rest, 99 in 100 with inhibition below about 32%; further: strong numbers were not always called active
PhoP inhibition: inhibitors of PhoP regulon expression, primary screen, Salmonella Typhimurium, GFP reporter (AID 1863); S. Typhimurium PhoP-regulated promoter GFP reporter, 4 h; higher % means a stronger effect; one-dose inhibition, % at 50 µM; IC50 in µM for titrated hits; actives 0.16% (n = 300,000);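 active means inhibition over 29.93%, a cutoff 3 SD above the screen mean, later confirmed by dose response; inconclusive means inhibition over 29.93% but no dose response follow-up; inactive means inhibition at most 29.93% or unconfirmed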;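 further: 0% = low Mg2+ inducing control and 100% = high Mg2+ repressing control; strong numbers were not always called active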
PMI inhibitors: inhibitors of human PMI, primary screen, biochemical, fluorescence intensity, coupled assay (AID 1209); purified PMI enzyme, coupled fluorescence intensity; higher % means a stronger effect; inhibition, % at 20 µM, or IC50 in µM where a hit was titrated; actives 0.42% (n = 190,000);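 further: plate controls were DMSO vehicle for no effect and wells lacking substrate for full effect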
CSM14.1 death rescue: protection against thapsigargin-triggered cell killing – 384-well, CSM14.1, ATP luminescence, primary screen (AID 1222). cellular ATP content (survival), % at 20 µM, or EC50 in µM where a hit was titrated. 190,000 tested, under 10 active. CSM14.1 thapsigargin-induced death rescue, ATP luminescence; higher % means a stronger effect;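 active means EC50 below 50 µM in the dose-response confirmation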;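 further: death triggered by thapsigargin at about 15 µM added after 2 h compound pretreatment; cell ATP read after overnight thapsigargin exposure of roughly 18 to 22 hours; normalized against plate controls of thapsigargin alone and 5% DMSO vehicle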
Ins promoter up cell count: second read-out of Ins promoter up, no call of its own (marks repeat the call); cell count; measured here: cytotoxicity, nuclei count;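 total cells summed across four imaged fields per well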
An asterisk follows results filed as active; ? = inconclusive; nt = no result given. Unless noted, no stated cut-off is given here; in the data, active means inhibition above about 50%; inactive means the rest.

SMILES | West Nile virus CPE | PMI inhibition | RSV antiviral HEp-2 | TNAP activation fold | Ins promoter up | Ins promoter up cell count | SV40 large T antigen | PhoP inhibition | PMI inhibitors | CSM14.1 death rescue
O=C(O)C1CCCN(S(=O)(=O)Cc2ccccc2)C1 (stereo not given) | -0.2% | nt | 0.3% | nt | nt | nt | 0% | 13% | nt | nt
CC(=O)N(c1ccc2oc(=O)sc2c1)S(=O)(=O)c1cccc2cccnc12 | -1.8% | nt | 0.3% | nt | nt | nt | 6% | 7% | nt | nt
O=C(NCc1ccncc1)C(=O)N/N=C/c1ccccn1 | 1.3% | 46% | 1.8% | 1.3 | 0.24 | 1468 | 8% | -1% | 49% | 0.3%
CCc1nn2c(=O)cc(CSCC(=O)Nc3ccccc3F)nc2s1 | -0.1% | nt | 2.1% | nt | nt | nt | 6% | -11% | nt | nt
COc1ccc(S(=O)(=O)N(Cc2ccccc2)Cc2nc3ccccc3c(=O)[nH]2)cc1 | -0.1% | -4% | 2.3% | 1.1 | -0.56 | 1258 | 8% | -2% | -3% | -1.2%
CCn1c(=O)cc(OCC(=O)N2CCc3ccccc32)c2ccccc21 | -0.3% | 3% | nt | 1 | -0.73 | 1366 | 0% | 10% | 1% | nt
O=C(CCN1CCN(Cc2ccccc2)CC1)NNC(=O)Nc1cccc([N+](=O)[O-])c1 | 0.1% | nt | -0.1% | nt | nt | nt | -1% | 4% | nt | nt
CC(=O)c1ccc(NC(=O)C2CCC(C)(C(=O)O)C2(C)C)cc1 (stereo not given) | 0.2% | 0% | -0.7% | 1 | 0.69 | 1149 | 7% | -5% | 1% | 1.5%
CCc1nc(N2CCC3(CC2)OCCO3)c2nnn(Cc3ccccc3)c2n1 | 0.2% | 10% | 12% | 1.1 | 0.15 | 1334 | 3% | 7% | -3% | 0.5%
CCOC(=O)C(CC)Sc1nnc2cc(C)c3ccccc3n12 (stereo not given) | -0.2% | nt | 2.8% | nt | nt | nt | 11% | 0% | nt | nt
CCOc1ccc(OCCSc2nnnn2-c2ccccc2)cc1 | -0.7% | -1% | ? | 1 | -0.29 | 850 | 6% | 4% | 4% | 5.1%
COc1ccc(N(C(C)=O)C2C=CS(=O)(=O)C2)c(OC)c1 (stereo not given) | -0.3% | -11% | -0.2% | 1 | 2.1 | 1521 | -4% | 22% | -6% | -1.8%
Cc1ccc(-n2ccc(-c3nn(-c4ccccc4)ccc3=O)n2)cc1 | 0.0% | -7% | -0.5% | 1.1 | -1.3 | 1194 | 7% | -9% | -9% | nt
CC(=O)Nc1ccc(C)c(NS(=O)(=O)c2cccc(C(F)(F)F)c2)c1 | -0.8% | nt | 1.4% | nt | -0.11 | 1432 | 7% | -2% | nt | nt
CCCCn1c(O)c(N=NC(=O)c2ccco2)c2ccccc21 | -1.6% | 2% | 3.2% | 1 | -0.82 | 998 | 11% | 4% | 2% | -3.0%
O=C1CCc2cc(S(=O)(=O)N3CCN(Cc4ccc5c(c4)OCO5)CC3)ccc2N1 | -0.8% | 3% | -0.8% | 1.1 | -1.6 | 872 | 13% | -2% | 6% | -0.8%
Cc1ccccc1C(=O)NCCOc1ccccc1Cl | -0.9% | nt | 3.4% | nt | nt | nt | -2% | -9% | nt | nt
Cc1cc(C)c(OCC(=O)N(Cc2cccs2)C2CCS(=O)(=O)C2)c(C)c1 (stereo not given) | -1.0% | nt | 2.8% | nt | nt | nt | ? | -5% | nt | nt
Cc1sc2ccccc2[n+]1CC(=O)c1ccccc1 | -1.2% | nt | 0.3% | nt | nt | nt | 24% | 2% | nt | nt
COCCNC(=O)/C(C#N)=C/c1cc(C(C)C)c(OC)cc1C | -0.6% | 1% | 1.1% | 1.2 | 0.15 | 1200 | 4% | -10% | 1% | nt
O=C(NCc1ccc2c(c1)OCO2)NC12CC3CC(CC(C3)C1)C2 | -0.7% | -2% | 0.5% | 1.2 | -0.25 | 1187 | 10% | -9% | -4% | nt
COc1ccc(N2CCN(CCNC(=O)CCN3C(=O)COc4ccccc43)CC2)cc1 | -0.8% | 14% | 1.1% | 1 | 1.4 | 1257 | 17% | -14% | 19% | -1.0%
CC(OC(=O)CCCCCN=C1NS(=O)(=O)c2ccccc21)C(=O)Nc1cc(Cl)cc(Cl)c1 (stereo not given) | -0.3% | 9% | -0.2% | 1.2 | nt | nt | 5% | 4% | 22% | 0.0%
COc1ccc(C(=O)NC(C)c2ccccc2)cc1Br (stereo not given) | -0.3% | 9% | 3.1% | 1.1 | -0.04 | 1531 | 20% | 3% | 3% | 2.9%
C=CCNC(=S)NNC(=O)c1cccn(Cc2ccc(Cl)c(Cl)c2)c1=O | -1.0% | -1% | 0.9% | 1.2 | 0.9 | 1278 | 11% | -1% | 2% | -1.7%

Structures from the list above containing two or more sulfur atoms (3):
SMILES | West Nile virus CPE | PMI inhibition | RSV antiviral HEp-2 | TNAP activation fold | Ins promoter up | Ins promoter up cell count | SV40 large T antigen | PhoP inhibition | PMI inhibitors | CSM14.1 death rescue
CC(=O)N(c1ccc2oc(=O)sc2c1)S(=O)(=O)c1cccc2cccnc12 | -1.8% | nt | 0.3% | nt | nt | nt | 6% | 7% | nt | nt
CCc1nn2c(=O)cc(CSCC(=O)Nc3ccccc3F)nc2s1 | -0.1% | nt | 2.1% | nt | nt | nt | 6% | -11% | nt | nt
Cc1cc(C)c(OCC(=O)N(Cc2cccs2)C2CCS(=O)(=O)C2)c(C)c1 (stereo not given) | -1.0% | nt | 2.8% | nt | nt | nt | ? | -5% | nt | nt

(list continues)
SMILES | West Nile virus CPE | PMI inhibition | RSV antiviral HEp-2 | TNAP activation fold | Ins promoter up | Ins promoter up cell count | SV40 large T antigen | PhoP inhibition | PMI inhibitors | CSM14.1 death rescue
CC(C)CCN1CCNC(=O)C1CC(=O)Nc1ccc(F)cc1 (stereo not given) | -0.8% | -5% | 0.5% | 1.1 | nt | nt | -3% | -5% | -2% | 0.2%
O=C(c1ccco1)N(CCC(c1ccccc1)c1ccco1)Cc1ccccc1 (stereo not given) | -0.6% | 8% | 4.0% | 1 | -0.19 | 1299 | 3% | 3% | -2% | -1.2%
Cc1nc2cc(NC(=O)Nc3ccc(N4CCOCC4)cc3)ccc2n1C | 0.0% | 2% | 0.0% | 1.2 | 0.04 | 1243 | 8% | -18% | 8% | -1.2%
COC(=O)c1ccc(C(=O)OC)c(NC(=O)CN(c2ccc3c(c2)OCO3)S(C)(=O)=O)c1 | 1.5% | -5% | 0.5% | 1.1 | -0.57 | 990 | -3% | -5% | 1% | -1.7%
CCOC(=O)c1c(C)nc2ccc(Cl)cc2c1-c1ccccc1 | 0.7% | 6% | 0.5% | 1 | -0.9 | 1435 | 7% | -6% | 3% | 1.4%
CCc1ccc(C(C)NC(=O)C2(C)CC2(Br)Br)cc1 (stereo not given) | nt | -1% | 1.3% | 1.1 | -0.18 | 985 | 9% | -1% | 2% | -2.4%
Cc1c(NC(=O)CCSc2ccc(Cl)cc2)c(=O)n(-c2ccccc2)n1C | -0.4% | -6% | 0.3% | 1.1 | 1.1 | 859 | -2% | 1% | 30% | -1.1%
COc1ccc(-c2ccc(NS(=O)(=O)c3cccc([N+](=O)[O-])c3)cc2)nn1 | -0.1% | nt | 3.4% | nt | nt | nt | 8% | -5% | nt | nt
COc1ccc(C(NC(=O)C(C)C)c2c(O)ccc3ccccc23)cc1 (stereo not given) | 2.8% | nt | -1.4% | 1 | -0.19 | 1146 | 6% | 6% | nt | 0.4%
CC(=O)c1cc2c(=O)c3cc(C)ccc3oc2nc1C | -0.3% | -2% | 5.5% | 1.1 | -0.1 | 1222 | 15% | -7% | 3% | nt
COc1ccccc1OC(C)C(=O)Nc1ccc2c(c1)OCCO2 (stereo not given) | 0.2% | nt | 0.8% | nt | nt | nt | -2% | 2% | nt | nt
Cc1ccc(Nc2nc(-c3ccccc3)c(CC(=O)O)s2)cc1 | -0.2% | 1% | 5.8% | 1.2 | 0.75 | 1610 | 11% | -8% | 1% | -0.5%
CCOC(=O)COc1ccc(C(=O)CC)cc1OC | 0.1% | -4% | 0.2% | 1.1 | 0.82 | 1519 | 4% | -5% | -1% | 0.6%
COCCCNC(=O)Cn1nc(-c2cccc(OC)c2)ccc1=O | -0.1% | nt | 1.1% | nt | nt | nt | 14% | -7% | nt | nt
CCOC(=O)C(Cc1ccccc1)NC(=O)CNC(C)=O (stereo not given) | 0.6% | -8% | 4.8% | 1.1 | 0.46 | 1170 | -7% | 4% | -10% | 1.4%
CCCC(=O)N1CCN(c2nc3ccccc3s2)CC1 | -0.7% | nt | 14% | nt | nt | nt | -5% | -4% | nt | nt
COc1ccccc1C(=O)N(NC(=O)Oc1ccccc1)C(C)(C)C | 0.8% | 14% | 1.7% | 1.1 | 0.28 | 1276 | 10% | -4% | 8% | -1.2%
CCn1c(=O)cc(OCC(=O)NCC2CCCO2)c2ccccc21 (stereo not given) | 0.4% | 0% | 0.1% | 1.1 | 0.18 | 1026 | 10% | -1% | 0% | -0.2%
CCOc1ccc(CCNC(=O)CSCc2ccc(C)cc2)cc1OCC | -0.9% | 8% | 2.8% | 1.2 | 0.67 | 1448 | 4% | 0% | 16% | -1.2%
COc1ccc(Nc2nnc(SC(C(=O)Nc3ccc(OC)c(Cl)c3)c3ccccc3)s2)cc1 (stereo not given) | -0.9% | 6% | 9.7% | 1.2 | -0.44 | 1248 | 21% | -8% | -4% | -0.4%
COC(=O)c1cc(C(=O)c2cc(F)ccc2O)cn2c(=O)c3c(C)c(C)sc3nc12 | 0.3% | nt | 8.2% | nt | -0.08 | 1331 | 11% | -1% | nt | nt
Cc1cccc(NC(=S)N/N=C(\c2ccccc2)C(C)C)c1 | -0.3% | 11% | 7.8% | 1.1 | -0.4 | 1295 | 14% | -3% | 21% | 1.9%
COc1ccc(/C=N/NC(=O)c2ccc(Cn3cc([N+](=O)[O-])cn3)o2)c(OC)c1C | nt | -8% | 1.9% | 1.2 | 0.11 | 1516 | 10% | 0% | -2% | 1.8%
O=C(COc1ccc(S(=O)(=O)N2CCOCC2)cc1)NCCN1CCOCC1 | -0.4% | nt | 0.8% | nt | nt | nt | 5% | 9% | nt | nt
CC(C)CN1C(=O)CC(Sc2ccccc2C(=O)O)C1=O (stereo not given) | 0.3% | -6% | 1.2% | 1 | -0.11 | 988 | 10% | 0% | 3% | -3.7%
CCOP(=O)(OCC)C(NC(=O)Nc1ccc(C)c(Cl)c1)c1ccccc1 (stereo not given) | -1.0% | 6% | 3.1% | 1.2 | -0.42 | 1220 | 7% | -3% | 8% | -2.9%
CN(C)c1nc(OCCOC(=O)COc2ccc(Cl)cc2Cl)nc(N(C)C)n1 | 0.3% | 6% | 1.6% | 1 | 0.92 | 1281 | 8% | -10% | 14% | -0.9%
CC1CC(C)CN(C(=O)CNS(=O)(=O)c2ccc(Br)s2)C1 (stereo not given) | -0.3% | -9% | 2.0% | 1 | -0.11 | 1488 | -2% | -5% | -5% | -3.3%
O=C(COC(=O)c1cc(-c2ccco2)nc2ccccc12)NCc1ccccc1 | -0.3% | 17% | 0.4% | 1.1 | 0.55 | 975 | 18% | -5% | 16% | -0.7%
